# Screening data from PubChem BioAssay.
# Cneo AK release: Cryptococcus neoformans cell lysis inducers, primary screen, AK release luminescence, single concentration; C. neoformans lysis, adenylate kinase release luminescence, 4 h; normalised: neutral wells 0, clomiphene wells 100; lysis activity, % at 15 µM; 0.2% of 360,000 active; AID 651654, 2012;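 active = mean lysis activity across replicates of at least 80%, whatever share of replicates individually reach that level; inactive = mean lysis activity below 80%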
#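 read-out = cell lysis signal | test system = log-phase Cryptococcus neoformans yeast cells | input = cells at 5 × 10^6 per mL | medium = fresh YPD growth medium | signal = luminescent adenylate kinase detection reagent | timing = 4 h at 37 °C static, read 1 h later | dosing = single dose | controls = Clomiphene as positive lysis control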
# miR122 inh: miR-122 Renilla sensor signal increase in Huh7, primary screen, miR-122 inhibitor project, cell-based, single point, plate reader; Huh7 miR-122 Renilla luciferase sensor, 48 h; neutral wells = 0, positive control = 100; activation (reporter increase), % at 12.5 µM; 0.3% of 340,000 active;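 active = mean replicate activation score at least 90 and every replicate individually at or above 90; inconclusive = only one of the two criteria met; inactive = neither criterion met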;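 note: higher luciferase means less miR-122 activity so hits act as miR-122 inhibitors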
# Statin myotox sup: suppressors of statin myotoxicity in C2C12 myotubes, primary screen, cell-based, single point, plate reader | C2C12 myotubes + simvastatin, ATP luminescence, 48 h; scaled: DMSO 0, geranylgeraniol control 100 | rescue of ATP level, % at 7.49 µM | 0.78% of 330,000 active | AID 602340, 2012;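 active = mean ATP rescue above about 67%, or every replicate alone reaching that limit, limit read from the data, passing the limit was not always enough; inconclusive = no clear call, values can overlap the other calls; inactive = mean under the limit and some replicate under it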;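 note: myotubes were challenged with 10 µM simvastatin during compound exposure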
# SIRT5 inh: SIRT5 desuccinylase inhibitors, primary screen, biochemical, fluorescence imaging, single point, set 5. inhibition, % at 15 µM. AID 652115, 2013. NAD-dependent protein deacylase sirtuin-5, mitochondrial (Homo sapiens), Q9NXA8. 1.1% of 330,000 active. Purified SirT5, succinyl-peptide AMC, trypsin-coupled fluorescence; in the data active = inhibition above about 15%; inconclusive = no clear call, values can overlap the other calls
# Target sequence (Q9NXA8 whole entry, looked up): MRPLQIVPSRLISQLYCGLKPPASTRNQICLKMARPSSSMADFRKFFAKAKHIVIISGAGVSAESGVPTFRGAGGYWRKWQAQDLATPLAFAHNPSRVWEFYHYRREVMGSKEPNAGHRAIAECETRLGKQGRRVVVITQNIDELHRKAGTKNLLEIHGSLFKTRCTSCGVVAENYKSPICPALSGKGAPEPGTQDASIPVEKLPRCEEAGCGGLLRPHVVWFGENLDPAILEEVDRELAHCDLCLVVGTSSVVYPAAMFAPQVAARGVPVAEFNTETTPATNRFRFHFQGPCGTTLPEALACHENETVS
# esBAF inh: Bmi1 luciferase reporter increase in mESCs, primary screen, esBAF inhibitor project, mouse ES cells, Bmi1 luciferase knock-in, single point | 2% of 350,000 active | 24 h; 100% = twice the neutral-well signal | reporter increase, % at 12.5 µM; in the data active = activation above about 40%; inconclusive = no clear call, values can overlap the other calls;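 note: 0% = median of the plate's neutral control wells and 100% = double that signal; a rise in the Bmi1 reporter signal indicates esBAF inhibition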
# ERp5 inh: inhibitors of ERp5-driven insulin aggregation, primary screen, biochemical, turbidity, absorbance 650 nm, single point. 0.05% of 350,000 active. 90 min. AID 651711, 2012. inhibition, % at 9.99 µM. Protein disulfide-isomerase A6 (Homo sapiens), Q15084;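 active = mean replicate inhibition above about 25%, with every replicate also reaching it, limit read from the data, passing the limit was not always enough; inconclusive = only one of those two criteria met; inactive = neither criterion met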
# Target sequence (Q15084 whole entry, looked up): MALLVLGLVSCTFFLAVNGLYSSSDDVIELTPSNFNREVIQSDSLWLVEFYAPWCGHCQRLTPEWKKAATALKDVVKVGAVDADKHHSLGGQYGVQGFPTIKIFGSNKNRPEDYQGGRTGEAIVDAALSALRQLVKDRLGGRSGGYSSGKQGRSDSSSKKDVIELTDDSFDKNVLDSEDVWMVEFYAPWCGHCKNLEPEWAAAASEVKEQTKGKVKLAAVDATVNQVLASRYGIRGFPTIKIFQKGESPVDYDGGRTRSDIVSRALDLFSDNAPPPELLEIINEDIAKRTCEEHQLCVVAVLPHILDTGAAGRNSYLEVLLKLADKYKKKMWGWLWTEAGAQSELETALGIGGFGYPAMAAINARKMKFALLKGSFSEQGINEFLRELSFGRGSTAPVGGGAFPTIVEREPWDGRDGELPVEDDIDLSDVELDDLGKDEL
# ARNT TACC3 PPI: disruptors of ARNT/TACC3 protein interaction, primary screen, biochemical, AlphaScreen, single concentration; 0.66% of 390,000 active; inhibition, % at 9.99 µM; AlphaScreen His-ARNT PAS-B/GST-TACC3 binding, luminescence; TACC3 fragment carries E629A point mutation; Transforming acidic coiled-coil-containing protein 3 (Homo sapiens), Q9Y6A5;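 active = mean inhibition of replicates at least 50% and at least half of replicates each reaching 50%; inconclusive = half or more replicates reach 50% but mean below 50%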;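 note: 0% = complete ARNT plus TACC3 wells and 100% = ARNT alone without TACC3; many hits fall short of the cut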
# Active calls of the source: *; ? = inconclusive; nt = not tested or not shown; & = joins results of further samples; [ ] = another dose, or the depositor's remark.
SMILES,Cneo AK release,miR122 inh,Statin myotox sup,SIRT5 inh,esBAF inh,ERp5 inh,ARNT TACC3 PPI
CO[C@@H]1CN(C)C(=O)c2ccc(NS(C)(=O)=O)cc2OC[C@@H](C)N(C(=O)CC2CC2)C[C@H]1C,1,-11[16.7 µM],-11,-2,19,1,-6
CCOC(=O)c1sc(N)c(C(=O)Nc2ccccc2OC)c1C,nt,nt,nt,-1,nt,3,9
O=C(c1cc2ccccc2oc1=O)N1CCSC1c1ccco1 (stereo unspecified),0,-6,17,nt,-6,nt,-13
CN(CC(=O)Nc1ccc(F)cc1[N+](=O)[O-])Cc1ccccc1,nt,nt,nt,-1,nt,6,1
Cc1ccc(C(=O)N2CCN(C(=O)CN3CCCC3)C2)cc1,-1,1,5,nt,-3,nt,0
CCCCCOC(=O)C1=C(C)NC(=O)NC1c1ccccc1 (stereo unspecified),-1,-1,12,-4,22,1,-2
CCN(CC(=O)Nc1ccc(OC)cc1)C(=O)c1ccc([N+](=O)[O-])cc1,0,3,-3,2,-9,2,-3
N#CC1=C(N)Oc2cc(O)c(Cl)cc2C1c1ccccc1F (stereo unspecified),1,nt,20,2,-2,0,-26
COc1ccc(OC)c(S(=O)(=O)N2CCC(C(=O)NCc3ccc4c(c3)OCO4)CC2)c1,-1,nt,-3,-4,4,0,-11
COc1ccc(NC(=O)Nc2ccc3c(c2)CC(=O)N([C@@H](C)CO)C[C@H](C)[C@H](CN(C)S(=O)(=O)c2ccc(F)cc2)O3)cc1,-2,-7[16.7 µM],-57,0,-1,12,0
COCC(=O)N1CCC(Oc2cccc(C(=O)NCc3ccccn3)c2)CC1,1,nt,7,-3,-2,3,4
COc1cccc(-c2nnc(SCC(=O)OC(C)C)n2N)c1,-1,2,-16,nt,-8,nt,3
CN(C)C(=S)c1ccc2ccccc2n1,1,16,nt,nt,7,nt,-4
Cc1ccc(CSc2nnc([C@@H]3CCCN3)o2)cc1,1,-3,1,nt,6,nt,4
CCOc1ccc(C(=O)NCC(=O)OCC(=O)N2CCCCC2)cc1,2,-5,-2,nt,-12,nt,-2
Cc1cc(NC(=S)N(CCN2CCCCC2)Cc2ccco2)ccc1Cl,2,4,-17,-49,1,2,0
O=C(Cc1ccncc1)NCC[C@@H]1CC[C@H](NC(=O)C2CCC2)[C@H](CO)O1,-14,nt,-3,0,4,3,11
Cc1nc(Cl)sc1C(=O)Nc1ccc(C(F)(F)F)cc1,-4,-3,-13,-2,13,-1,38
O=C1[C@@H]2[C@@H]3C[C@@H]([C@H]4ON=C(c5ccc(OCc6ccccc6)cc5)[C@@H]34)[C@@H]2C(=O)N1c1ccc2c(c1)OCO2,nt,nt,nt,1,nt,1,0
CO[C@H]1CN(C)C(=O)c2cc(C#N)ccc2OC[C@H]2O[C@@H](CC[C@H]2OC)CCN(C)C(=O)[C@H]1C,-3,nt,2,1,-2,1,1
CCC(=O)n1nc(-c2ccco2)nc1N,0,-10,0,nt,2,nt,-2
Cn1ccnc1SCC(=O)Nc1cccc([N+](=O)[O-])c1,0,2,-2,0,-5,6,-2
COc1ccc(NC(=O)c2ccc(-n3c(C)ccc3C)cc2)c(OC)c1,nt,nt,nt,1,nt,-2,-15
O=C(O)CCN=Cc1c(O)c2ccccc2oc1=O,nt,nt,nt,5,nt,0,-33
CCOc1ccc(OCCCC(=O)N2CCN(S(=O)(=O)c3ccc(Cl)cc3)CC2)cc1,nt,nt,-14,1,-6,1,-1
CC1(C)CC(=O)C2=C(C1)N=C1SCCC(=O)N1C2c1ccc(C(F)(F)F)cc1 (stereo unspecified),-2,29,-5,nt,-6,nt,1
COc1cccc(S(=O)(=O)N(C)C[C@@H]2Oc3ncc(-c4cc5ccccc5o4)cc3C(=O)N([C@H](C)CO)C[C@@H]2C)c1,1,-5[16.7 µM],48,-1,6,-2,16
CC(C)(C)CC(=O)Nc1cc2c3c(c1)CCN3C(=O)CC2,3,0,-6,5,0,3,4
COc1cc(C2C(C#N)=C(N)N(N(C)C)C3=C2C(=O)CCC3)ccc1O (stereo unspecified),-1,-9,-6,-4,-1,4,3
CCCC(=O)c1cc(F)c(N2CCN(S(=O)(=O)c3ccccc3)CC2)cc1C,0,1,55,nt,7,nt,-1
COc1ccc(CN2CCNC(=O)C2CC(=O)NCC2CCOCC2)c(C)c1C (stereo unspecified),0,nt,6,0,0,4,nt
COc1ccc(NC(=O)N(C)C[C@@H]2Oc3ccc(NC(=O)Cc4ccccc4)cc3CC(=O)N([C@H](C)CO)C[C@H]2C)cc1,-5,2[16.7 µM],-2,nt,0,-3,nt
NC(=O)NC(=O)CSc1nc2sc(-c3ccccc3)cc2c(=O)n1-c1ccccc1,0,-4,3,0,16,6,-5
COc1ccc(NC(=O)N[C@H]2CC[C@H](CCn3cc(-c4ccccc4)nn3)O[C@@H]2CO)cc1,5,nt,2,-5,-11,2,2
O=C(NCCC1=CCCCC1)c1cc(COc2ccc(F)cc2Cl)on1,2,4,13,-1,-3,0,-1
Cc1nc(C)n(C(C)CNS(=O)(=O)c2ccc(C)c(C)c2)n1 (stereo unspecified),0,1,3,2,-1,4,5
CC1CCCCN1C(=O)c1ccc(C(=O)N2CCCCC2C)cc1 (stereo unspecified),1,0,-1,nt,-7,nt,-9
O=C(N/C(=C/c1cccc([N+](=O)[O-])c1)C(=O)N1CCCC1)c1ccccc1,0,1,5,2,-12,2,-7
Cc1ccc(NC(=O)c2ccc(S(=O)(=O)NCC3CCCO3)cc2)cc1C (stereo unspecified),nt,nt,nt,-3,nt,1,1
Cc1cc(OCC(=O)N2CCN(c3ccccn3)CC2)c(C)cc1Br,0,-4,8,0,6,-11,-5
O=C(COc1ccc(Cl)cc1Br)Nc1ccccc1N1CCCC1,nt,-5,1,-3,13,-6,-9
O=C(COC(=O)/C=C/c1ccccc1Cl)NCc1ccco1,nt,nt,nt,-1,nt,4,-8
CN(C)C(=O)C[C@@H]1C[C@H]2c3cc(NC(=O)NC4CCCC4)ccc3O[C@H]2[C@H](CO)O1,1,-2[16.7 µM],2,1,2,-2,-6
CCN(CC(=O)N1CCc2ccccc2C1)S(=O)(=O)c1ccc2ccccc2c1,1,1,1,nt,-5,nt,0
N#CCC(=O)N/N=C/c1cn(Cc2ccc3ccccc3c2)c2ccccc12,-1,-7,-14,0,-15,1,-2
CN(CC(=O)N1CCN(c2ccccn2)CC1)S(=O)(=O)c1ccc(Br)cc1,0,-2,nt,nt,7,nt,-6
COc1ccc(-c2cc(C(=O)Nc3cccnc3Cl)no2)cc1,2,nt,0,-4,-3,-5,-6
CCOc1ccc(N2CC(C(=O)Nc3nnc(CC)s3)CC2=O)cc1 (stereo unspecified),0,-3,8,0,-7,0,-7
COc1ncccc1-c1nnn(-c2ccc(C)cc2)n1,-3,-7,4,nt,?,-6,-1
C[C@@H]1CCCCO[C@H](CN(C)S(C)(=O)=O)[C@@H](C)CN([C@@H](C)CO)C(=O)c2cc(NS(C)(=O)=O)ccc2O1,-2,3[16.7 µM],nt,6,3,0,-6

# Reprinted at random: two records from the list.
SMILES,Cneo AK release,miR122 inh,Statin myotox sup,SIRT5 inh,esBAF inh,ERp5 inh,ARNT TACC3 PPI
CC1(C)CC(=O)C2=C(C1)N=C1SCCC(=O)N1C2c1ccc(C(F)(F)F)cc1 (stereo unspecified),-2,29,-5,nt,-6,nt,1
CO[C@H]1CN(C)C(=O)c2cc(C#N)ccc2OC[C@H]2O[C@@H](CC[C@H]2OC)CCN(C)C(=O)[C@H]1C,-3,nt,2,1,-2,1,1

# (continued)
SMILES,Cneo AK release,miR122 inh,Statin myotox sup,SIRT5 inh,esBAF inh,ERp5 inh,ARNT TACC3 PPI
O=C(O)CCN1C(=O)c2ccccc2Sc2ncccc21,3,nt,3,-5,2,-1,-7
CNC(=S)N1N=C(c2ccc(OC)cc2)CC1c1ccccc1Cl (stereo unspecified),nt,nt,nt,0,nt,0,5
CCOC(=O)C(=O)c1c(-c2ccc(C)cc2)nc2ccccn12,nt,nt,nt,2,nt,-3,1
Cc1ccc(N(CC(=O)NCc2ccc(Cl)cc2)S(C)(=O)=O)cc1,0,9,13,-6,1,0,2
COc1ccc(/C(N)=N/OC(=O)CSc2ccc(C)cc2)cc1,0,-47,13,nt,5,nt,-3
C[C@H](CO)N1C[C@H](C)[C@H](CN(C)S(=O)(=O)c2cccc(F)c2)Oc2ncc(-c3cccc(C(=O)N(C)C)c3)cc2C1=O,1&0&-2,-6,10&16&14,-3&2&6,-10&0&1,1&1&2,-9&-4
CC(=O)Nc1ccc(S(=O)(=O)N2CCCN(c3nc(C)cc(C)c3C#N)CC2)cc1,2,1,-3,6,3,-4,-3
O=C(COc1ccccc1[N+](=O)[O-])NCCCN1CCCC1=O,2,-4,29,1,3,-20,-6
CCN(CC(=O)Nc1ccc(NC(C)=O)cc1)C(=O)c1ccccc1SCc1c(C)noc1C,9,1,-6,-3,1,0,-6
Cc1nnc(SCC(=O)NC2CCCC(C)C2C)n1N (stereo unspecified),0,0,2,nt,-1,-3,-2
O=C(COC(=O)Cc1ccc(Cl)cc1)Nc1cc(S(=O)(=O)N2CCOCC2)ccc1N1CCCC1,nt,nt,nt,5,nt,-1,-6
CC[C@@]12C(=O)N(c3cccc(Cl)c3)C(=O)N1[C@H](c1ccc(Br)cc1)[C@@H]1C(=O)N(C(C)(C)C)C(=O)[C@@H]12,-2,-1,-9,-2,-6,-1,-3
O=C(c1cccnc1)N1C[C@H]2[C@@H](c3ccccc31)[C@@H](CO)N2Cc1ccc2c(c1)OCO2,43,14[16.7 µM],1,3,-3,2,-2
COc1ccc(S(=O)(=O)N(C)C[C@@H]2OCCCC[C@@H](C)Oc3ccc(NC(=O)c4ccccc4)cc3C(=O)N([C@H](C)CO)C[C@H]2C)cc1,-1,-5[16.7 µM],nt,5,-2,1,-6
COc1ccc(NC(=O)C2Cc3c(-c4ccc5c(c4)OCO5)ccnc3O2)cn1 (stereo unspecified),0,3,-15,-5,14,0,nt
NS(=O)(=O)c1ccc(CCNC(=O)Cc2ccc(Cl)cc2)cc1,0,-4,6,-3,-7,1,-2
O=C(CSc1ccc(Cl)cc1)N1CCN(c2c(Cl)cccc2[N+](=O)[O-])CC1,18,-4,67*,nt,?,nt,nt
CCCCNC(=O)c1ccc2c(=O)n(CCCOCC)c(=S)[nH]c2c1,1,2,-6,nt,-7,nt,-4
Cc1c(Cl)cnc(NC(=O)COC(=O)c2cc3c(s2)CCC(C)C3)c1Cl (stereo unspecified),nt,-13,7,-1,0,-9,3
COc1ccc(-c2nc(CS(=O)CC(=O)NCc3ccc4c(c3)OCO4)c(C)o2)cc1OC (stereo unspecified),0,5,6,10,-2,-1,3
CCn1cc(C(=O)NCCCN2CCN(C)CC2)c(=O)c2cc(S(=O)(=O)N3CCc4ccccc4C3)ccc21,nt,nt,nt,-1,nt,6,-6
Cc1cc(N2CCCN(C)CC2)nc2cc(Cl)ccc12,-3,nt,-5,nt,-8,nt,5
CCCn1c(SCC(=O)NCc2ccccc2)n[nH]c1=O,nt,0,nt,-7,nt,-5,-8
C[C@H]1CN([C@@H](C)CO)C(=O)Cc2cc(NC(=O)C3CC3)ccc2O[C@@H]1CN(C)S(=O)(=O)c1ccc(Cl)cc1,3,-9[16.7 µM],-2,-3,3,13,17
Cc1ccc(Cn2c(-c3nonc3N)nc3ccccc32)cc1,3,-4,-4,nt,-7,nt,-2
O=C(Nc1cc(F)ccc1F)N[C@@H]1CC[C@@H](CCNC(=O)c2cnccn2)O[C@@H]1CO,nt,-12[16.7 µM],20,3,0,3,nt
